Source: PubChem (several laboratories)
S1P3 antagonist: antagonists of human S1P3 receptor; Q99500; CHO S1P3 NFAT-BLA reporter, FRET fluorescence, antagonist mode; inhibition, % at 4.98 µM; 0.27% of 170,000 active;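 active = inhibition above the plate cutoff, the mean inhibition of test wells on that plate plus 3 SD, cut at about 28% in these data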;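 also: cells challenged with S1P at its EC80 of 0.8 µM; blue over green emission ratio from cleaved BLA substrate after 4 h stimulation; 0% = S1P-stimulated wells and 100% = unstimulated DMSO-only wells; some compounds past the cut are filed as inactive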
Target sequence (Q99500 whole entry, looked up): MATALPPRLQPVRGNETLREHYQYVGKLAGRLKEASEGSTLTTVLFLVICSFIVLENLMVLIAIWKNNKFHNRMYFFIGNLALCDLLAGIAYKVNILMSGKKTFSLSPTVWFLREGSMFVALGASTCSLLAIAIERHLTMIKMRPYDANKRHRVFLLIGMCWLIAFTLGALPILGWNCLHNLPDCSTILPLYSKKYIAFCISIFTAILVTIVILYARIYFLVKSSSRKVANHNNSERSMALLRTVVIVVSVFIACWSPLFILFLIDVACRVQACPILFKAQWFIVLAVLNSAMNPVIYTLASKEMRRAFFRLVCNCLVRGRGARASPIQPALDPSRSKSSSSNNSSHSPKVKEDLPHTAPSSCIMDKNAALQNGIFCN
PMI act satM6P: increases human PMI activity with near-saturating mannose 6-phosphate. P34949. coupled PMI enzyme assay, resazurin fluorescence, 20 min; active compounds read high; 1 = untreated enzyme, 0 = substrate-free blank. activation factor at 20 µM. 0.34% of 190,000 active. AID 1216;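 active = activation factor of 2 or more at 20 µM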
Target sequence (P34949 whole entry, looked up): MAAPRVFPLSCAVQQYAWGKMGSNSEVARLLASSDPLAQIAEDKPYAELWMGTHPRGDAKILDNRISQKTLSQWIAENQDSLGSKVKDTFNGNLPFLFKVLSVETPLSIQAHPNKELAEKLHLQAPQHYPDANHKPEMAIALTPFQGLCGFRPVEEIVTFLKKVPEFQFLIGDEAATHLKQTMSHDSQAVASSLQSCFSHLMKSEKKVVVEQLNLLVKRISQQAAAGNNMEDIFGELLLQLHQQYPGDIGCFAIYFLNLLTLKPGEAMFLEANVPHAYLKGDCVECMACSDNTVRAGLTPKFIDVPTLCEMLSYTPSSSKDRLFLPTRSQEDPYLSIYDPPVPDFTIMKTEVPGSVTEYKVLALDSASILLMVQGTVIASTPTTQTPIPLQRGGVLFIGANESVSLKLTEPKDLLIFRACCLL
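Test system – human PMI in coupled enzyme assay · Timing – 20 min incubation at room temperature · Detection – Diaphorase-driven resazurin-to-resorufin fluorescence, excitation 544, emission 590 nm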
Diaph act CS: counter-screen for diaphorase-based assays: diaphorase activators and chemical reducers | Diaphorase/resazurin coupled assay, resorufin fluorescence, 16 min; active compounds read high; 1 = vehicle wells, 0 = NADH-free wells | activation factor at 20 µM | 0.005% of 190,000 active;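 active = diaphorase activity raised at least twofold by the compound at 20 µM; inactive = activation factor below 2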
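Assay system: Purified diaphorase enzyme from Clostridium kluyveri | Amount: Enzyme 0.07 U/mL final | Dosing: Compound 20 µM once, DMSO 1% | Timing: 16 min reaction at room temperature | Detection: Fluorescence, excitation 544 nm and emission 590 nm | Evaluation: Higher resorufin formation from activation or reduction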
PPARg SRC-2 ag: agonists of SRC-2 recruitment by human PPARgamma | AID 1032 | 0.34% of 200,000 active | activation, % at 8 µM | PPARgamma LBD-SRC-2 recruitment, biochemical; in the data active = activation above about 22%;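 also: 0% = vehicle and 100% = reference agonist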
Diaphorase inh: diaphorase inhibition or chemical oxidation counter-screen; diaphorase resazurin-to-resorufin fluorescence, NADH, 16 min; bacterial (C. kluyveri) enzyme, not human; 0.69% of 190,000 active; AID 1217; inhibition, % at 20 µM;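 active = primary screen inhibition at 20 µM above a set limit, cut at about 50% in these data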;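 also: plate controls were DMSO with full reaction for no effect and wells lacking NADH for full effect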
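Test system: bacterial diaphorase enzyme (C. kluyveri); Quantity: 0.14 U/mL diaphorase, enzyme working solution; Times: reaction incubation of 16 min at room temperature; Measured by: fluorescence of resorufin formed from resazurin, Ex 544/Em 590 nm; Benchmarks: positive control minus NADH, DMSO neutral control.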
SRC2 TRFRET art: flags TR-FRET format artefacts in PPARgamma SRC-2 recruitment agonist screen; TR-FRET artefact counter-screen; active compounds read high; TR-FRET ratio at 8 µM; 0.4% of 200,000 active; in the data active = TR-FRET ratio above about 2000; also: inactives centre near 1500
PMI activator: activators of human phosphomannose isomerase; P34949; purified human PMI, coupled resazurin fluorescence, 20 min; active compounds read high; 1 = vehicle control, 0 substrate-free wells; activation factor at 20 µM; 0.005% of 190,000 active; AID 1214;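 active = activation factor of 2 or more at 20 µM, relative to plate controls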
G6PDH CS: counter-screen for G6PDH assay hits: L. mesenteroides G6PDH inhibition | Purified L. mesenteroides G6PDH, diaphorase/resazurin coupled fluorescence, 45 min | inhibition, % at 5 µM | 0.12% of 200,000 active | AID 1020; in the data active = inhibition above about 50%
PPARg SRC3 recr: PPARgamma-driven SRC-3 recruitment agonism; biochemical PPARgamma/SRC-3 coactivator recruitment assay; activation, % at 8 µM; 0.26% of 200,000 active; P37231; in the data active = activation above about 23%;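 also: 0% = DMSO and 100% = reference agonist; some compounds past the cut are filed as inactive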
ROMK primary: modulators of human ROMK potassium channel. P48048. Tet-inducible ROMK, thallium flux fluorescence; actives lie on both sides. B-score at 10 µM. 2% of 130,000 active. AID 1918;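 active = signal ratio slope over the read window, or its plate-corrected B-score, at least 3 SD from the plate mean, either direction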;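 also: B-score of the F/F0 ratio slope over 7 to 12 s after thallium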
PPARg SRC-1 ag: PPARgamma-driven SRC-1 recruitment agonism | 0.41% of 200,000 active | AID 631 | PPARgamma-SRC-1 coactivator recruitment biochemical assay | activation, % at 8 µM | P37231; in the data active = activation above about 19%;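 also: 0% = DMSO and 100% = reference agonist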
* = called active by the depositor; . = not tested or not shown.

SMILES	S1P3 antagonist	PMI act satM6P	Diaph act CS	PPARg SRC-2 ag	Diaphorase inh	SRC2 TRFRET art	PMI activator	G6PDH CS	PPARg SRC3 recr	ROMK primary	PPARg SRC-1 ag
CC1CCN(S(=O)(=O)c2cnc(Cl)c(Br)c2)CC1	-4	1	1.1	10	-5	1728	1.1	-1	2	0.13	0
COc1ccc(-c2nnc(SCC(=O)N3CCOCC3)o2)cc1OC	-31	0.9	0.8	9	23	1751	1	-29	8	.	7
O=C(Nc1nc2ccccc2s1)C1=NN(c2ccccc2)C(=O)CC1	-5	0.9	0.8	-5	21	1601	0.9	-16	1	0.47	-1
CCc1ccc(/C=C2\SC(=S)N(CCC(=O)NC3=NCCS3)C2=O)cc1	-10	1	0.9	-3	9	1508	0.9	3	-4	-0.97	-14
Fc1ccccc1CSc1nnnn1-c1ccc2c(c1)OCO2	-6	0.9	0.9	4	13	1570	0.9	-1	16	.	5
O=C(NC1=NCCS1)c1cc(-c2ccc(-c3ccccc3)cc2)nc2ccccc12	-5	1	0.8	0	15	1466	0.9	-24	1	.	0
COc1ccccc1CNC(=O)CCN1C(=O)COc2ccc(C)cc21	-4	0.9	0.8	4	16	1741	0.9	5	7	.	6
Cc1ccc(-c2noc(CCC(=O)NC3CCCc4ccccc43)n2)cc1 (stereo not given)	8	1	1	4	1	1488	1	-20	5	-0.24	5
Cc1ccc(-n2c(SCC(N)=O)nc(O)cc2=O)cc1	-4	1.1	1	-1	2	1284	1.1	13	0	0.57	8
CC(=O)Nc1ccc(OCC(O)CN2CCN(c3ccc(Cl)cc3)CC2)cc1 (stereo not given)	.	0.9	1	14	4	1612	0.9	2	-10	-0.027	4

At a glance, part of the list above:
SMILES	S1P3 antagonist	PMI act satM6P	Diaph act CS	PPARg SRC-2 ag	Diaphorase inh	SRC2 TRFRET art	PMI activator	G6PDH CS	PPARg SRC3 recr	ROMK primary	PPARg SRC-1 ag
CC1CCN(S(=O)(=O)c2cnc(Cl)c(Br)c2)CC1	-4	1	1.1	10	-5	1728	1.1	-1	2	0.13	0
COc1ccc(-c2nnc(SCC(=O)N3CCOCC3)o2)cc1OC	-31	0.9	0.8	9	23	1751	1	-29	8	.	7
O=C(Nc1nc2ccccc2s1)C1=NN(c2ccccc2)C(=O)CC1	-5	0.9	0.8	-5	21	1601	0.9	-16	1	0.47	-1
CCc1ccc(/C=C2\SC(=S)N(CCC(=O)NC3=NCCS3)C2=O)cc1	-10	1	0.9	-3	9	1508	0.9	3	-4	-0.97	-14
Fc1ccccc1CSc1nnnn1-c1ccc2c(c1)OCO2	-6	0.9	0.9	4	13	1570	0.9	-1	16	.	5
O=C(NC1=NCCS1)c1cc(-c2ccc(-c3ccccc3)cc2)nc2ccccc12	-5	1	0.8	0	15	1466	0.9	-24	1	.	0
COc1ccccc1CNC(=O)CCN1C(=O)COc2ccc(C)cc21	-4	0.9	0.8	4	16	1741	0.9	5	7	.	6
Cc1ccc(-c2noc(CCC(=O)NC3CCCc4ccccc43)n2)cc1 (stereo not given)	8	1	1	4	1	1488	1	-20	5	-0.24	5
Cc1ccc(-n2c(SCC(N)=O)nc(O)cc2=O)cc1	-4	1.1	1	-1	2	1284	1.1	13	0	0.57	8
CC(=O)Nc1ccc(OCC(O)CN2CCN(c3ccc(Cl)cc3)CC2)cc1 (stereo not given)	.	0.9	1	14	4	1612	0.9	2	-10	-0.027	4

Whole records from above.
Profile of O=C(NC1=NCCS1)c1cc(-c2ccc(-c3ccccc3)cc2)nc2ccccc12 : S1P3 antagonist: -5; PMI act satM6P: 1; Diaph act CS: 0.8; PPARg SRC-2 ag: 0; Diaphorase inh: 15; SRC2 TRFRET art: 1466; PMI activator: 0.9; G6PDH CS: -24; PPARg SRC3 recr: 1; ROMK primary: .; PPARg SRC-1 ag: 0
Profile of CC1CCN(S(=O)(=O)c2cnc(Cl)c(Br)c2)CC1 : S1P3 antagonist: -4; PMI act satM6P: 1; Diaph act CS: 1.1; PPARg SRC-2 ag: 10; Diaphorase inh: -5; SRC2 TRFRET art: 1728; PMI activator: 1.1; G6PDH CS: -1; PPARg SRC3 recr: 2; ROMK primary: 0.13; PPARg SRC-1 ag: 0

The list continues:
SMILES	S1P3 antagonist	PMI act satM6P	Diaph act CS	PPARg SRC-2 ag	Diaphorase inh	SRC2 TRFRET art	PMI activator	G6PDH CS	PPARg SRC3 recr	ROMK primary	PPARg SRC-1 ag
CC1CCCCN1Cc1nc2c(c(=O)n(C)c(=O)n2C)n1CCc1ccccc1 (stereo not given)	14	1	0.8	-6	21	1437	0.9	-4	-4	.	-9
CCOC(=O)C1(CCOc2ccccc2)CCN(Cc2cnc(SC)nc2)CC1	4	1	1	6	2	1601	1	9	-3	-2.1	5
O=S(=O)(NCc1ccncc1)c1ccc(Br)s1	32	0.8	0.9	6	13	1503	0.8	22	-2	.	6
CC(C)Oc1nnnn1-c1ccccc1	.	1	0.9	2	7	1619	1	18	-3	.	-2
Cc1ccc(C(C)C)c(OCCCN(C)Cc2ccccc2)c1	-5	0.7	1	-9	0	1470	1	4	-4	.	-1
O=C(O)c1ccc2c(=O)n(-c3ccccc3F)c(=S)[nH]c2c1	-7	1	0.9	5	13	1602	1.1	-6	-2	-0.053	2
CC(=O)NCc1nnc2c3ccccc3c(-c3ccccc3)nn12	7	1.1	0.9	-10	10	1491	1.1	7	-3	-0.62	-5
Cc1c(Cl)cccc1NC(=O)NC1CCCCC1	8	1	0.9	9	13	1603	1	-14	-3	-1.3	2
CCOC(=O)c1cc2sccc2n1CC(=O)Nc1ccc2c(c1)OCCO2	6	1.1	1	-4	1	1643	1.3	-16	0	0.55	9
CC(=O)NNC(=O)c1ccncc1	.	1	0.9	5	7	1407	1	6	17	1.3	0
CSc1nsc(SC)c1C(=O)N1CCN(S(=O)(=O)c2ccc(C)cc2)C1C (stereo not given)	-9	1	0.9	9	12	1509	1	2	-5	.	10
CCOCCc1nnc(NC(=O)c2cccs2)s1	-11	1	0.9	10	12	1628	0.9	-3	7	.	5
CCCC(C(=O)NCc1ccc(OC)cc1)N(Cc1ccco1)C(=O)c1snc(C(N)=O)c1N (stereo not given)	9	0.8	0.7	3	28	1406	0.9	11	-10	-1.6	-1
CC(C)c1onc(C(=O)N2CCCCC2)c1[N+](=O)[O-]	-16	1	0.9	8	9	1524	0.9	8	0	0.28	-1
Cc1cccc(NC(=O)CSc2nnc(CNC(=O)c3ccc(S(=O)(=O)N(C)C)cc3)n2-c2ccc(F)cc2)c1	11	0.9	0.9	6	14	1490	0.8	10	4	-0.46	4
CCn1cc(C2=NC(C(C)C)CO2)c2ccccc21 (stereo not given)	-5	0.8	0.9	9	14	1751	0.8	-15	3	.	6
c1coc(-c2ccnc(-c3ccncc3)n2)c1	-15	1	0.9	7	12	1491	1	11	-1	0.32	2
Cc1cccc(C)c1OCc1nnc(NC(=O)CSc2ccc(Cl)cc2)s1	-2	0.9	0.9	-3	12	1633	0.9	6	0	.	-2
COc1ccc(CCNC(=O)c2ccc(N(C)S(=O)(=O)c3ccc(C)cc3)cc2)cc1OC	1	0.9	0.8	8	17	1761	0.8	6	5	-0.16	18
COP(=O)(OC)c1nc(-c2cccc3ccccc23)oc1N1CCCCC1	-10	1.1	0.8	7	17	1484	1.1	3	3	-0.35	0
CCC(C)[C@@H](CN(N=O)[C@@H](Cc1ccccc1)CN(C)N=O)N(CCc1ccccc1)N=O (stereo not given in full)	-3	0.9	0.6	3	37	1508	0.9	5	0	.	1
COc1ccc(C(=O)N/N=C/c2ccc(N3CCOCC3)o2)cc1OC	-6	0.6	0.9	-4	10	1488	1	12	-2	0.3	7
COc1ccc(NC(=O)COC(=O)C2=COCCO2)cc1OC	-12	1.1	0.9	-5	7	1604	1	-3	-2	1.3	11
CCCCNC(=O)/C(C#N)=C/c1ccc(-c2ccc(S(=O)(=O)N3CCOCC3)cc2)o1	-1	1	0.9	-5	12	1480	1	-8	3	.	0
Cc1cccc(C)c1NC(=O)CN(C)CC(=O)Nc1cc(Cl)ccc1C#N	.	0.9	0.9	4	12	1712	1	1	7	.	4
CN(C)c1ccc(/C=N\Nc2nc(-c3ccccc3)cc(=O)[nH]2)cc1	16	1	0.9	-4	10	1464	1	-6	-4	-0.073	-4
OCCN(CCO)Cc1csc2ccccc12	-14	1.1	0.9	-4	8	1385	1.1	19	2	0.77	-1
Cn1c(=O)c2c(nc(CN3CCC(C(N)=O)CC3)n2Cc2c(Cl)cccc2Cl)n(C)c1=O	-56	0.9	0.9	8	9	1391	0.9	14	-3	.	2
CCOc1ccccc1/C=N\Nc1cnn(Cc2ccccc2)c(=O)c1Cl	5	1	0.7	5	35	1483	0.9	1	2	0.18	15
Cc1cc(OCCCn2ccnc2)cc(C(C)C)c1	6	1	0.9	3	14	1439	1	6	-1	-0.72	-9
CCn1cc(C(=O)O)c(=O)c2cnc(N3CCN(C(=O)Nc4cccc5ccccc45)CC3)nc21	-13	0.4	0.7	.	27	.	0.8	17	.	.	.
CCOC(=O)c1cc2c(ccn2C)n1CC(=O)N(CC)CC	-26	0.7	0.9	-2	13	1497	0.8	15	9	0.14	3
CC(C)(C)C(=O)C[n+]1ccccc1	-7	1	0.9	2	15	1563	1	1	2	-0.3	-6
COCCN(CCOC)S(=O)(=O)c1ccc(C(=O)NCCCN2CCOCC2)cc1	-9	1	0.8	4	18	1547	1	3	1	.	3
Cc1ccsc1/C=N/NC(=S)NCc1ccccc1	-1	1	1	-6	-4	1558	1.1	2	4	1	2
COc1ccc(C(C)=O)cc1CN(C)C	.	0.9	0.8	8	20	1574	0.9	-2	3	0.63	3
O=[N+]([O-])c1ccc(F)cc1OCc1nc(-c2cccs2)no1	-4	1	0.9	0	11	1605	1.1	6	0	-0.061	8
COC(=O)CSc1nc2[nH]ncc2c(=O)[nH]1	-21	1	0.9	-1	8	1568	1	0	4	1.1	-5
CCOC(=O)C1=C(C)OC(N)=C(C#N)C1c1cc(SCC)oc1C (stereo not given)	2	1.7	0.8	6	21	1657	1.3	10	4	-2.1	4
CCCS(=O)(=O)c1nc(S(=O)(=O)c2ccc(C)cc2)c(NCCN2CCOCC2)s1	2	1.2	0.9	1	11	1605	1	10	-2	.	6
c1ccc(CSc2ncnc3sccc23)cc1	5	1	0.9	4	5	1435	1	9	7	-0.15	0
CCOC(=O)c1nnsc1Nc1ccc(C)c(C)c1	-7	1.3	0.5	6	50	1598	1.3	5	6	-1.3	10
CCc1cccc(C)c1NC(=O)CN1C(=O)c2ccccc2S1(=O)=O	-13	1	1	-1	0	1625	1	3	3	.	1
CN1/C(=C/C(=O)c2nc(S(C)(=O)=O)ncc2Cl)C(C)(C)c2ccccc21	-6	1	1.1	-7	-6	1604	1	14	-5	.	-5
Cc1ccc(C(C(=O)NC2CCCC2)N(C(=O)c2csnn2)C2CCCC2)o1 (stereo not given)	-1	0.9	0.9	5	14	1504	1.1	12	-1	.	2
